EP2 modulator: modulates human prostaglandin E2 receptor EP2 signaling; P43116; EP2-expressing cells, cAMP HTRF FRET, PGE2 co-stimulation; induction, % at 25 µM; hit rate 0.83% among 260,000;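 active = compounds whose cAMP rise, as percent of the full-agonist control response, exceeds 60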;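 also: rat C6 glioma line stably carrying human EP2 under a CMV promoter; the protocol text gives 20 µM as final concentration; 100% = response of wells given 1 µM PGE2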
Target sequence (P43116 whole entry, looked up): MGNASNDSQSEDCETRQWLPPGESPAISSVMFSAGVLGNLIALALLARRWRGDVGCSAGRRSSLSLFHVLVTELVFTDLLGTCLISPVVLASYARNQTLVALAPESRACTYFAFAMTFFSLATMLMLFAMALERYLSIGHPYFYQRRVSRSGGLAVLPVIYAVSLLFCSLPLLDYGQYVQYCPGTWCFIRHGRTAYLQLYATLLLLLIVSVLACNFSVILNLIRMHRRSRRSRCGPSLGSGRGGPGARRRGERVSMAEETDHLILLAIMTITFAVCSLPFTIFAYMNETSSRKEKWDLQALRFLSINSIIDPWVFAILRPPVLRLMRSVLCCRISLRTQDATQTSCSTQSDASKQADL
The depositor's hits bear a star. These rows are one share of the data; count on the stated rates, not on these rows.

| item | SMILES | EP2 modulator |
| --- | --- | --- |
| 1 | CCC(c1nnnn1Cc1ccco1)N(Cc1cc2cc(C)ccc2[nH]c1=O)C1CCCCC1 (stereo not drawn) | 23 |
| 2 | C/C(=N\O)c1cccc[n+]1Cc1ccccc1 | 4 |
| 3 | CC(C)C[C@H](NC(=O)C1OC1C(=O)O)C(=O)NCCCCN=C(N)N (stereo partly drawn) | 0 |
| 4 | Cc1nc2c(c(=O)[nH]1)CCN(Cc1ccc3c4ccccc4n(C)c3c1)C2 | -51 |
| 5 | CCc1[nH]n2c(=O)c(C)c(C)nc2c1-c1ccc(OC)cc1 | 17 |
| 6 | CN1CCC(CN(C)Cc2cnc(N3CCOCC3)nc2)C1 (stereo not drawn) | -17 |
| 7 | O=C(CSc1nnc(-c2cccc(F)c2)o1)N1c2ccccc2Sc2ccccc21 | 0 |
| 8 | CCN1CCCC1CNCC(=O)Nc1ccc(C)c(Br)c1 (stereo not drawn) | -8 |
| 9 | O=C(c1cccnc1)C1CCN(C(=O)c2cccnc2)CC1 | 16 |
| 10 | Cc1cc(=O)[nH]c(SCC(=O)Nc2ccc(N(C)C)cc2)n1 | -40 |
| 11 | Cc1nn2c(N3CCOCC3)c3c(nc2c1-c1ccc(F)cc1)CCC3 | 15 |
| 12 | COc1cc2cc(CN(Cc3cccnc3)Cc3nnnn3C3CCCCC3)c(=O)[nH]c2cc1OC | 7 |
| 13 | CCOc1ccc2nc3c(cc2c1)CN(CCO)C(=Nc1cccc(OC)c1)S3 | -82 |
| 14 | COCCCn1c(SCC(=O)Nc2ccccc2C(F)(F)F)nc2sc3c(c2c1=O)CCC3 | 59 |
| 15 | CCC(=O)CSc1nc2sc3c(c2c(=O)n1-c1ccc(OC)cc1)CCC3 | 20 |
| 16 | CN(C)c1ccc(NC(=O)CN2CCC(O)(c3ccccn3)CC2)cc1 | -14 |
| 17 | CCOc1cc(-n2cnnn2)c(OCC)cc1NC(=O)c1cnccn1 | -12 |
| 18 | CCOC(=O)c1c(-c2ccccc2)csc1NC(=O)CCC(=O)NCc1ccco1 | 40 |
| 19 | O=C1OCCN(Cc2ccccc2)C1=O | 3 |
| 20 | CC1(C)CCC[C@@]2(C)C1[C@@H](O)C[C@]1(C)C2CC[C@@H]2[C@@]3(C)CC[C@H](C(C)(C)O)[C@@H]3CC[C@@]21C (stereo partly drawn) | 17 |
| 21 | COc1ccc(CCN2C(=O)C(O)=C(C(C)=O)C2c2ccccc2)cc1OC (stereo not drawn) | 16 |
| 22 | O=C(c1ccccc1)N1CCN(CC(O)COc2ccc3ccccc3c2)CC1 (stereo not drawn) | -133 |
| 23 | CCCNC(=O)Cn1nc(CC)n2c(cc3ccsc32)c1=O | -25 |
| 24 | CCOC(=O)Cc1csc(NC(=O)CSc2nnc(COc3ccccc3)n2C)n1 | 23 |
| 25 | N#Cc1c(N)nc2c(c1-c1ccccc1)CCc1ccccc1-2 | -48 |
| 26 | COc1ccc(-n2c(SCC(=O)N3CCCCC3C)nnc2-c2ccncc2)cc1 (stereo not drawn) | -5 |
| 27 | CCc1ccc2[nH]c(=O)c(CN(Cc3cccnc3)S(=O)(=O)c3c(C)cc(C)cc3C)cc2c1 | 25 |
| 28 | CC(Cc1ccc2c(c1)OCO2)c1nc2cnccn2c1NCc1ccccc1 (stereo not drawn) | -56 |
| 29 | COc1c(C)cccc1CN1CC(CN2CCOCC2)c2ccccc21 (stereo not drawn) | -27 |
| 30 | O=C(O)/C=C/C(=O)Nc1ccc(S(=O)(=O)N2CCCCC2)cc1 | 10 |
| 31 | Cc1ccc(C)c(C(=O)CSc2nc(C)cc(=O)[nH]2)c1 | -9 |
| 32 | OC(CN1CCC(O)(c2ccccc2F)CC1)c1ccc(Cl)c(Cl)c1 (stereo not drawn) | -74 |
| 33 | CN(C(=O)CN1C(=O)[C@@H]2CCCN2C(=O)c2ccccc21)C1CCCCC1 | 19 |
| 34 | CC(=O)N1CCCc2cc(C(O)CN3CCC(C(C)(C)C)CC3)ccc21 (stereo not drawn) | -19 |
| 35 | CCCc1nc2ccccc2n1CC(O)COc1ccc(C(=O)OC)cc1 (stereo not drawn) | -1 |
| 36 | COc1ncccc1C1(O)CC2CCC(C1)N2C(=O)c1ccc(Cn2cc(Cl)cn2)o1 (stereo not drawn) | -21 |
| 37 | CCn1c2ccccc2c2cc(CNCc3ccco3)ccc21 | -24 |
| 38 | CC(C)C(=O)c1cn(CC(=O)Nc2ccccc2)c2ccccc12 | -56 |
| 39 | O=C([O-])c1ccc[n+](CC(O)COc2ccc(Br)cc2)c1 (stereo not drawn) | -7 |
| 40 | O=C(c1ccc2c(c1)OCO2)[C@H]1CCCN(C(=O)c2cc(-c3cccs3)[nH]n2)C1 | -77 |
| 41 | CCOc1cc(/C=C2\C=C(c3ccc(C)cc3)OC2=O)ccc1OCC#N | -12 |
| 42 | Cc1ccc(C(=O)NC(C)c2n[nH]c(=S)n2C)cc1 (stereo not drawn) | 34 |
| 43 | Nc1ccc2nsnc2c1Cl | -10 |
| 44 | CCCc1nc2cc(NC(=O)c3cnc(SC)nc3)ccc2n1C | -24 |
| 45 | O=C(O)CN1C(=O)O[C@@H](c2ccccc2)C1=O | -1 |
| 46 | CC1CCN(CC(O)c2ccc3c(c2)CCCN3C(=O)c2ccc(F)cc2)CC1 (stereo not drawn) | -11 |
| 47 | Cn1c(=O)c2c(nc(Cl)n2CC#N)n(C)c1=O | 11 |
| 48 | CCOC(=O)CNC(=O)CSc1nnc2c3c4c(sc3nc(CC)n12)CC(C)CC4 (stereo not drawn) | -67 |
| 49 | CCNC(=O)C(=O)NCCN1CCOCC1 | 13 |
| 50 | CC1CCN(S(=O)(=O)c2ccc3c(c2)OCCO3)CC1 | -34 |
| 51 | COc1cccc(C(=O)N2CCN(Cc3ccccc3F)CC2)c1OC | -3 |
| 52 | COc1ccc2cc(CN(CC3CCCO3)C(=O)c3ccccc3F)c(=O)[nH]c2c1 (stereo not drawn) | -35 |
| 53 | O=C(NC1(C(=O)O)CCCC1)c1ccccc1 | 3 |
| 54 | CC(=O)N1CCN(c2ccc(NC(=O)COc3ccc(C(C)(C)C)cc3)cc2)CC1 | 23 |
| 55 | Cn1cnc([N+](=O)[O-])c1Sc1nc(N)nc2c1ncn2[C@@H]1C[C@H](O)[C@@H](CO)O1 | 13 |
| 56 | COc1ccc(NC(=O)c2ccco2)cc1NC(=O)COc1cccc(C)c1C | -3 |
| 57 | COc1ccc(NC2=NCC(=O)N2c2ccccc2)cc1 | 2 |
| 58 | CCOC(=O)[C@H](CCc1ccccc1)N[C@@H](C)C(=O)N1[C@H](C(=O)O)C[C@@H]2CCC[C@@H]21 | 12 |
| 59 | O=C(Nc1ccc(N2CCN(C(=O)c3ccco3)CC2)cc1)c1cccc(Cl)c1 | -2 |
| 60 | COc1cccc(C(=O)NC2CC3CCCC(C2)N3C2CC2)c1 (stereo not drawn) | -69 |

(further entries)
| item | SMILES | EP2 modulator |
| --- | --- | --- |
| 61 | CC(C(=O)N1CCn2c(nnc2C2CC2)C1)n1nc2ccccc2n1 (stereo not drawn) | -8 |
| 62 | O=C(Nc1ccc2oc(-c3ccc4nc[nH]c4c3)nc2c1)c1ccco1 | -24 |
| 63 | Cc1nnc2nc(-c3ccc(NC(=O)C(C)N4CCCC4=O)cc3)cn2c1C (stereo not drawn) | -8 |
| 64 | O=C(Cc1cccnc1)N1CCC(c2ncncc2-c2ccncc2)CC1 | -29 |
| 65 | Cc1ccc(S(=O)(=O)NCc2ccccn2)c(C)c1 | -17 |
| 66 | COc1ccccc1N1CCN(c2nnnn2-c2ccccc2)CC1 | -92 |
| 67 | COc1cccc(-c2ocnc2C(=O)Nc2ccccc2NC(=O)c2ccccn2)c1 | -32 |
| 68 | CCn1c(COc2cccc3ccccc23)nnc1SCC(=O)O | -17 |
| 69 | CC(=O)c1nnn(-c2ccc(F)cc2)c1Nc1cccnc1 | -26 |
| 70 | COc1ccc(OCC2Cn3c(nc4c3c(=O)[nH]c(=O)n4C)O2)cc1 (stereo not drawn) | 2 |
| 71 | CCOc1ccc2[nH]c(=O)c(CN(Cc3ccccc3)C(CC)c3nnnn3C3CCCC3)cc2c1 (stereo not drawn) | 62* |
| 72 | CCOc1cc(C2C3CN(C)CC=C3C(C#N)=C(N)C2(C#N)C#N)ccc1OC(C)C (stereo not drawn) | -10 |
| 73 | COc1ccc(OC)c(NC(=O)C2=C(C)NC(=O)NC2c2cc(OC)c(OC)c(OC)c2)c1 (stereo not drawn) | -19 |
| 74 | COc1ccc2cc(CN3CCC(O)(c4ccccc4OC)CC3)c(OC)nc2c1 | -43 |
| 75 | CCCn1c(=N)c(C#N)cc2c(=O)n3cc(C)ccc3nc21 | 6 |
| 76 | Cc1ccc2sc(NC(=O)CSc3nc4c(C)cccc4cc3C#N)nc2c1 | 13 |
| 77 | CCc1ccc(CCC(=O)Nc2ccc(Cl)cc2)o1 | -77 |
| 78 | Fc1ccc(CN2CCC(c3nc(-c4ccncc4)n[nH]3)CC2)cc1 | -17 |
| 79 | Cc1ccccc1C1C2=C(CCCC2=O)NC2=C1C(=O)CCC2 | 3 |
| 80 | CCc1ccc(NC(=S)N(CCN(C)C)Cc2cc3cc(CC)ccc3[nH]c2=O)cc1 | -51 |
| 81 | NCC(=O)N[C@H](CO)C(=O)O | 3 |
| 82 | COC(=O)c1ccc(NC(=O)c2ccc3c(c2)OCCO3)cc1 | -37 |
| 83 | COc1ccc(OC)c(CN(Cc2cnc(N(C)C)nc2)CC2CCCO2)c1 (stereo not drawn) | -9 |
| 84 | COc1ccc(N2CCN(C(=O)C3CCN(C(=O)c4ccccc4C)CC3)CC2)cc1 | 13 |
| 85 | O=[N+]([O-])C1=Cc2ccccc2OC1c1ccccc1Cl (stereo not drawn) | -13 |
| 86 | Cc1cccc2cc(CN(C3CCCC3)C(c3nnnn3CCc3ccccc3)C(C)C)c(=O)[nH]c12 (stereo not drawn) | 40 |
| 87 | Cc1cccc(-c2nnc(SCC(=O)O)n2C)c1 | 2 |
| 88 | COc1ccc(-c2nnc(SCC(=O)N3CCC(C)CC3)n2-c2ccccc2)cc1OC | -8 |
| 89 | Cc1ccc(C2(O)CCN(CCNC(=O)c3cc(C)c(C)s3)CC2)cc1 | -78 |
| 90 | Cc1nn(Cc2ccccc2)c(C)c1C(=O)N1CCC2(CC1)NC(=O)c1cccnc1N2C | -24 |
| 91 | CC[C@H](Cn1nnn(-c2ccccc2)c1=O)NC(=O)c1cnccn1 | -20 |
| 92 | CCc1nn(CC(=O)NCc2ccc(F)cc2)c(=O)c2cc3sccc3n12 | 0 |
| 93 | COc1ccc(Cc2nnc(NC(=O)c3ccc(C)cc3)s2)cc1OC | -39 |
| 94 | COc1ccc(CCN(C)C(=O)C2CCN(Cc3ccc(F)cc3)CC2)cc1OC | -36 |
| 95 | Cc1cc(-c2cncnc2C2CCCN(CC(=O)N3CCOCC3)C2)on1 (stereo not drawn) | -23 |
| 96 | COCCNC(=O)c1cn(C(C)c2ccc(C)cc2)nn1 (stereo not drawn) | 6 |
| 97 | COCc1cc(=O)n2[nH]cc(-c3ccc(Cl)cc3)c2n1 | -4 |
| 98 | O=C(Nc1ccc(Cl)cc1Cl)C1COc2ccccc2O1 (stereo not drawn) | 46 |
| 99 | CCn1c(SCC(=O)O)nnc1-c1ccccc1Br | 9 |
| 100 | NCCNC(=O)c1cccnc1 | -11 |
| 101 | CC(=O)N[C@@H]1CONC1=O | 26 |
| 102 | CCCC(c1nnnn1C(C)(C)C)N1CCN(c2cccc(C)c2C)CC1 (stereo not drawn) | 10 |
| 103 | CCCn1nnc(NC(=O)COc2cccc(C)c2)n1 | -44 |
| 104 | CCN(CC)C(=O)CSc1nnc2n(CC(=O)NC3CCCCC3)c3ccccc3n12 | -13 |
| 105 | COC(=O)c1c(NC(=O)c2ccc(OC)cc2)sc(C(=O)Nc2cccc(OC)c2)c1C | 5 |
| 106 | COc1cc(OC)cc(C(=O)N2CCC(C(=O)Nc3ccc(Cl)cc3C)CC2)c1 | -1 |
| 107 | COc1ccc(NC(=O)CSc2nnnn2-c2ccc(C)cc2)c(OC)c1 | -48 |
| 108 | COc1ccccc1C1(NC(=O)c2cc(-c3cnn(C)c3)n[nH]2)CCCC1 | -43 |
| 109 | CC1CC(C)CN(C(=O)CN2CCC(n3nnc4ccccc4c3=O)CC2)C1 (stereo not drawn) | -23 |
| 110 | CCc1nn(CC(=O)NCc2ccccc2OC)c(=O)c2cc3sc(C)cc3n12 | 37 |
| 111 | Cc1ccc2oc(-c3ccccc3)c(CN3CCOCC3)c(=O)c2c1 | 44 |
| 112 | C[C@@H](CSC(=N)N)C(N)=O | 7 |
| 113 | Cc1nn(C)cc1C(=O)NCCc1nc(-c2ccncc2)n[nH]1 | -2 |
| 114 | COc1ccccc1C(=O)Nc1ccc(S(=O)(=O)N2CCCCC2)cc1 | -34 |
| 115 | COc1cc(NC(=O)[C@H]2C[C@@H](c3cccs3)NS(=O)(=O)N2C)cc(OC)c1OC | -26 |
| 116 | C#C[C@]1(OC(C)=O)CCC2C3CCC4=CC(=O)CC[C@@H]4C3CC[C@@]21C (stereo partly drawn) | -9 |
| 117 | COc1ccccc1-n1c(C)nnc1SCC(=O)Nc1ccc(C)c(Cl)c1 | -16 |
| 118 | COc1ccc(Cn2nnnc2C(c2cc3ccc(C)cc3[nH]c2=O)N2CCCCCC2)cc1 (stereo not drawn) | 51 |
| 119 | O=C(Cn1ncc2cccn2c1=O)NCc1cccs1 | 3 |
| 120 | CCOC(=O)C(NC(=O)c1cc(-c2ccc(OC)c(OC)c2)oc1C)C(C)C (stereo not drawn) | -26 |
| 121 | Cc1cc(C)c(S(=O)(=O)N2CCC(C(=O)NC(C)C)CC2)c(C)c1 | -49 |

Screening data from PubChem BioAssay.
